# phage Ecoli inh: growth loss of phage-infected E. coli, primary screen, RecBCD inhibitor project, absorbance, with phage, HTS. inhibition, % at 11.9 µM. hit rate 0.26% among 360,000. AID 651602, 2012; in the data active = inhibition above about 11%
# SR-BI uptake up: activators of SR-BI mediated DiI-HDL uptake, primary screen, ldlA[mSR-BI] CHO cells, DiI fluorescence. activation, % at 12.5 µM. AID 504775, 2011. hit rate 0.096% among 320,000. 3 h; 100 = double the neutral-control signal;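 active = mean replicate activation of at least 60% and every replicate at or above 60%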;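 also: 0% = median plate neutral-control signal and 100% = twice that signal; values of inactives mirror those of a sister screen read the other way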
#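 System: CHO ldlA[mSR-BI] cells / Medium: HEPES-buffered (25 mM, pH 7.4) F12 plus 0.5% BSA / Probe or stimulus: labelled HDL, 10 µg/mL / Doses: single compound concentration, delivered by pin transfer / Schedule: 3 h, 37 °C / Measured by: DiI fluorescence, bottom read / Measure: cell-associated DiI fluorescence as measure of HDL uptake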
# AddAB inh: growth inhibition of E. coli expressing H. pylori AddAB, primary screen, AddAB inhibitor project, absorbance. inhibition, % at 11.9 µM. hit rate 0.29% among 330,000. AID 435030, 2010; in the data active = inhibition above about 12%;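 also: 0% = vehicle wells of infected cells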
# Wnt bcat act: Wnt/beta-catenin pathway activators, primary screen, cell-based, plate reader, single point | Wnt/beta-catenin reporter cell assay, activator | activation, % at 9.35 µM | hit rate 1.2% among 300,000; in the data active = activation above about 30%, passing the limit was not always enough;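 also: 0% = neutral control wells and 100% = positive control wells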
# MITF act: activators of MITF-driven TRPM1 promoter reporter, primary screen, cell-based, SK-MEL-5, luciferase, single point. SK-MEL-5 TRPM1-promoter luciferase, 24 h; % of positive control, neutral wells = 0. activation, % at 12.5 µM. hit rate 0.75% among 300,000;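 active = mean activation of at least 80% with every replicate also reaching 80%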;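 also: 0% = neutral control wells and 100% = parthenolide positive control wells; values of inactives mirror those of a sister screen read the other way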
# E coli growth: E. coli V3065 growth inhibition, primary screen, counter-screen for AddAB inhibitor project, absorbance, OD600; 18 h; inhibition, % at 11.9 µM; hit rate 0.27% among 330,000; AID 449728, 2010;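 active = inhibition above the campaign's mean inhibition across all tested compounds plus 3 SD, cut at about 9.9% in these data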;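 also: uninfected addAB+ strain grown without phage in ampicillin broth; 0% = DMSO wells and 100% = ciprofloxacin 0.95 µg/ml wells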
# CAL PDZ FP-1: untagged CAL PDZ binding inhibitors, primary screen, biochemical, fluorescence polarization, HTS. Golgi-associated PDZ and coiled-coil motif-containing protein (Homo sapiens), Q9HD26. purified CAL PDZ, TMR-peptide fluorescence polarization, 1 h. inhibition, % at 24.9 µM. hit rate 0.92% among 300,000. AID 602252, 2012;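 active = mean inhibition of at least 30% with at least half of replicates also reaching 30%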;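 also: 0% = DMSO neutral control and 100% = excess unlabeled competitor peptide PRC23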
# Tat transport: E. coli Tat export inhibitors, primary screen, MC4100, TorA-mCherry reporter, fluorescence, single point; AID 488895, 2010; inhibition, % at 10 µM; hit rate 0.036% among 340,000;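 active = mean replicate inhibition at least 50% and at least half of replicates individually reaching 50%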;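 also: exported cargo escapes ClpAP degradation while cytoplasmic cargo is degraded and loses fluorescence; 0% = median of neutral control wells and 100% = median of NaSCN control wells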
# CAL PDZ FP-2: CAL PDZ peptide-binding inhibitors, primary screen, biochemical, fluorescence polarization, Cer-tagged CAL PDZ, HTS. purified CAL PDZ, TMR-peptide fluorescence polarization, 1 h. Golgi-associated PDZ and coiled-coil motif-containing protein (Homo sapiens), Q9HD26. AID 504414, 2011. inhibition, % at 20 µM. hit rate 0.02% among 330,000;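 active = highest replicate inhibition of at least 40%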;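 also: plate controls were DMSO neutral control wells for no effect and unlabeled competitor peptide control wells for full effect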
#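 Assay system – tagged CAL PDZ protein CerCALP, purified · Timing – 1 h at RT · Compound – single point, 20 µM · Measured by – fluorescence polarization from S- and P-plane intensities, G-factor corrected · Evaluation – inhibition from polarization loss · Probe or stimulus – TMR reporter peptide T*-PRC34 · Buffer or medium – pH 7.4 phosphate-saline buffer, reducing agent, detergent, IgG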
# SR-BI HDL uptake: inhibitors of SR-BI mediated HDL lipid uptake, primary screen, ldlA[mSR-BI] cells, fluorescence, single point | inhibition, % at 12.5 µM | hit rate 0.96% among 320,000 | Scavenger receptor class B member 1 (Mus musculus), Q61009 | ldlA[mSR-BI] CHO cells, DiI-HDL uptake fluorescence, 3 h;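 active = mean replicate inhibition of at least 70% and a set share of replicates each scoring 70 or more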;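 also: 0% = median of neutral control wells and 100% = median of positive control wells; values of inactives mirror those of a sister screen read the other way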
# Target sequence (Q61009 whole entry, looked up): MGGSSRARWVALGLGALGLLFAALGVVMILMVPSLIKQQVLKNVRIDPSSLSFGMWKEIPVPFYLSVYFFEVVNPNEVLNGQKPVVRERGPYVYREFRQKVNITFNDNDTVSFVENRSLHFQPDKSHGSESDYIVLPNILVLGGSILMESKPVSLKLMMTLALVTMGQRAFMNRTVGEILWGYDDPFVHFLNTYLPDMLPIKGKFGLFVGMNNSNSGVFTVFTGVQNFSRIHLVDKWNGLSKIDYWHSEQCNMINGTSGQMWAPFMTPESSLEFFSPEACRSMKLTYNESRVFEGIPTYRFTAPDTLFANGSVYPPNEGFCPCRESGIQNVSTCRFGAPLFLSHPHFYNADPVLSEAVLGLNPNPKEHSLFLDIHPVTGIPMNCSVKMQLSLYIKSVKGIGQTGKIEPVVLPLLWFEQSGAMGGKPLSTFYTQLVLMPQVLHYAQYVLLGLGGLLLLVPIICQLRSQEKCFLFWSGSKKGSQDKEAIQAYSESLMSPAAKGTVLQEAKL
# * marks the source's active call; other numbers are inactive results; / = no result given. Only part of the results is shown, so the mix of outcomes need not match the whole.
# Start of the data: the first seven records (preview)
SMILES,phage Ecoli inh,SR-BI uptake up,AddAB inh,Wnt bcat act,MITF act,E coli growth,CAL PDZ FP-1,Tat transport,CAL PDZ FP-2,SR-BI HDL uptake
CCCCn1c(O)c(C(CC)=NCCc2ccccc2)c(=O)[nH]c1=O,1.0,-10,2.1,-3,-15,-1.6,-4,11,-2.2,10
CC(C)OC12Oc3ccccc3C=C1N1CCC2CC1 (centres undefined),1.9,-4,3.0,/,0,0.5,-1,-4,/,4
CN1C(=O)/C(=C/c2ccc(Cl)s2)C(=O)NC1=S,1.3,22,6.3,-1,/,0.9,-2,-10,-0.1,-22
CC(=O)NC(C)Cc1ccccc1 (centres undefined),3.6,21,-0.2,-1,-2,-2.1,-5,4,-1.3,-21
CNC(C(=O)c1ccccc1)C(OC)c1ccccc1 (centres undefined),1.0,18,-3.5,/,13,-0.8,2,-4,-1.1,-18
COc1ccccc1N1CCN(Cc2ccc(Cl)cc2Cl)CC1,1.3,13,0.4,-5,3,-2.1,4,7,-0.6,-13
Cc1ccccc1-n1c(C)nc2ccccc2c1=O,5.5,6,2.4,-14,-2,-0.1,4,-3,-1.2,-6

# The list itself, from the first entry:
SMILES,phage Ecoli inh,SR-BI uptake up,AddAB inh,Wnt bcat act,MITF act,E coli growth,CAL PDZ FP-1,Tat transport,CAL PDZ FP-2,SR-BI HDL uptake
CCCCn1c(O)c(C(CC)=NCCc2ccccc2)c(=O)[nH]c1=O,1.0,-10,2.1,-3,-15,-1.6,-4,11,-2.2,10
CC(C)OC12Oc3ccccc3C=C1N1CCC2CC1 (centres undefined),1.9,-4,3.0,/,0,0.5,-1,-4,/,4
CN1C(=O)/C(=C/c2ccc(Cl)s2)C(=O)NC1=S,1.3,22,6.3,-1,/,0.9,-2,-10,-0.1,-22
CC(=O)NC(C)Cc1ccccc1 (centres undefined),3.6,21,-0.2,-1,-2,-2.1,-5,4,-1.3,-21
CNC(C(=O)c1ccccc1)C(OC)c1ccccc1 (centres undefined),1.0,18,-3.5,/,13,-0.8,2,-4,-1.1,-18
COc1ccccc1N1CCN(Cc2ccc(Cl)cc2Cl)CC1,1.3,13,0.4,-5,3,-2.1,4,7,-0.6,-13
Cc1ccccc1-n1c(C)nc2ccccc2c1=O,5.5,6,2.4,-14,-2,-0.1,4,-3,-1.2,-6
Cc1ccc(N2C(=O)NC(=O)C(CCc3ccncc3)(Cc3cccc(Cl)c3Cl)C2=O)cc1 (centres undefined),1.2,42,3.0,/,-8,-0.3,-6,4,-0.1,-42
CC[C@H]1CN(C)C[C@@]2(C(=O)OC)Cc3c([nH]c4ccccc34)C(=O)C[C@@H]12,0.3,1,2.7,-1,-9,-1.5,-2,1,-0.2,-1
COc1ccc(O)c(CN2CCCC(C(=O)c3ccccc3SC)C2)c1 (centres undefined),2.0,12,0.8,-1,-3,1.7,-4,-5,-0.9,-12
CC(C)(C)[C@]1(O)C[C@@H]2OC(=O)C[C@@]23C(=O)O[C@@H]2OC(=O)[C@@H](O)C213 (some centres undefined),-0.1,14,0.1,-2,3,0.2,-18,-4,-0.3,-14
Clc1ccccc1C1=NCc2nncn2-c2sc(Br)cc21,3.3,/,5.5,-1,/,2.2,/,/,/,/
Cc1[nH]n(-c2ccccc2)c(=O)c1C(c1ccc([N+](=O)[O-])cc1)c1c(C)[nH]n(-c2ccccc2)c1=O,/,-16,-1.5,/,1,-2.1,2,-3,-0.4,16
Cc1ccccc1CN1CCNCC1,2.8,11,0.3,-2,2,1.4,-6,-8,0.3,-11
COc1ccc(C(=O)N/N=C/C23CC[C@@H](O)CC2(O)CC[C@@H]2[C@@H]3CCC3(C)C(C4=CC(=O)OC4)CCC23O)cc1 (some centres undefined),1.0,/,3.5,-24,-40,1.5,1,-3,-1.1,/
COC(=O)C1=C(c2c(C)noc2C)C[C@@H]2CC[C@H]1N2C(=O)N1CCOCC1,2.5,1,0.8,-2,10,-0.5,-3,-11,0.3,-1
CC(O)(CS(=O)(=O)c1cccc(C(F)(F)F)c1)C(=O)Nc1cccc(C(F)(F)F)c1 (centres undefined),2.0,4,-0.9,/,0,0.2,10,6,-0.3,-4
O=C1/C(=C/c2ccccc2)C[C@@]2(O)[C@H]3Cc4ccc(O)c5c4[C@@]2(CCN3CC2CC2)C1O5 (some centres undefined),/,5,0.5,/,-108,-1.1,0,-1,-0.3,-5
Cn1c(O)c(C=NCc2cccs2)c(=O)n(C)c1=O,2.0,5,0.0,-2,16,-1.7,1,-13,-0.1,-5
CCC(=O)c1ccc(OC(=O)N(C)c2ccccc2)cc1,6.8,22,5.8,-2,8,3.2,-3,-10,-0.5,-22
COC(=O)C1=C(c2c(C)noc2C)C[C@@H]2CC[C@H]1N2C(=O)NC1Cc2ccccc2C1,0.7,7,0.4,-2,3,2.3,-1,-8,-0.1,-7
C=CCn1c(O)c(C(CC)=NCC2CCCO2)c(=O)[nH]c1=O (centres undefined),-0.1,8,0.9,-1,/,-1.9,-7,11,-0.6,-8
COC(=O)c1ccc(C(C(=O)NC2CCCCC2)N(CCN2CCOCC2)C(=O)Cc2cccs2)cc1 (centres undefined),2.1,6,-1.9,0,-3,0.1,4,1,-0.5,-6
Cn1c(=O)n(CC(=O)N2CCC3(CC2)OCCO3)c(=O)c2ccccc21,3.7,12,3.1,/,/,-0.9,/,6,-0.9,-12
COc1cc2cc(C(=O)N3CC(COS(C)(=O)=O)c4ccc(O)cc43)[nH]c2c(OC)c1OC (centres undefined),/,-49,/,/,/,/,-1,58*,-0.7,49

# Further entries follow:
SMILES,phage Ecoli inh,SR-BI uptake up,AddAB inh,Wnt bcat act,MITF act,E coli growth,CAL PDZ FP-1,Tat transport,CAL PDZ FP-2,SR-BI HDL uptake
CCCCc1cc(=O)oc2cc(OCC(=O)N3C[C@H]4C[C@@H](C3)c3cccc(=O)n3C4)c(Cl)cc12,1.9,9,2.9,-2,15,1.0,-3,-4,-0.7,-9
NC1=NC(c2cccnc2)n2c(nc3ccccc32)N1 (centres undefined),-1.0,/,2.2,1,/,1.1,/,/,/,/
CC1=NN(c2ccccc2)C(=O)C1/C=C1\C(=O)NC(=O)N(c2cc(C)cc(C)c2)C1=O (centres undefined),3.0,9,1.0,/,-8,0.6,2,1,0.0,-9
CCOC(=O)C1=C(C)OC(N)=C(C#N)C12C(=O)N(C)c1ccccc12 (centres undefined),-0.2,5,0.7,/,-13,-0.2,0,24,-0.7,-5
Cc1nc2ccccc2c(=O)n1-c1ccc(C(=O)O)cc1,2.1,15,0.1,1,12,-1.3,-4,-2,0.7,-2
CC(=O)Nc1ccccc1C(=O)OCC(=O)c1ccc2c(c1)OCCO2,3.2,45,2.3,4,-1,0.8,-3,-5,-0.2,-45
COC(=O)C1=C(c2ccccc2)C[C@@H]2CC[C@H]1N2C(=O)NCC1CC1,2.5,-1,2.1,3,3,0.1,-3,4,1.1,1
COC(=O)C1=C(c2cc3ccccc3s2)C[C@@H]2CC[C@H]1N2C,1.6,17,0.4,9,9,-2.3,6,-8,0.8,-17
Cc1ccc(OCC(=O)NCCN2CCN(C(=O)COc3ccc(C)cc3)CC2)cc1,3.7,/,3.6,/,2,0.7,-2,6,-0.3,/
CN1CCC(c2c[nH]c3ccc(O)cc23)CC1,2.2,14,/,-1,12,/,-2,-22,-0.6,-14
C=C(C)[C@@]12OC3(c4ccccc4)O[C@@H]1C1[C@@H]4O[C@]4(CO)[C@@H](O)[C@]4(O)C(=O)C(C)=C[C@H]4[C@@]1(O3)[C@H](C)[C@H]2OC(=O)/C=C/C=C/c1ccccc1 (some centres undefined),/,-58,1.7,/,-7,-1.2,-4,-10,1.1,58
CSc1ncc(/C=C2/C(=O)NC(=O)N(c3ccc(Cl)cc3)C2=O)cn1,6.8,13,/,-1,3,/,4,2,-0.8,-13
CN1Cc2cnnn2-c2ccccc2C1C#N (centres undefined),0.4,-9,/,-1,-3,/,0,2,0.9,9
OC(CNCCc1c[nH]c2ccccc12)C(F)(F)F (centres undefined),1.8,19,1.4,-1,-21,1.9,-5,-4,-3.1,-19
COc1ccc(C(O)C(C)NC(C)C(O)c2ccc(OC)cc2)cc1 (centres undefined),2.2,/,2.5,0,/,0.9,/,/,/,/
FC(F)(F)c1ccc2c(c1)N(CCCN1CCN(CCCl)CC1)c1ccccc1S2,-0.2,38,4.5,/,-36,1.6,-3,-22,1.2,-38
CCOc1ccc(C(=O)OC2CC3CCC(C2)N3C)cc1 (centres undefined),2.8,-11,0.2,10,23,-0.1,5,0,-0.2,11
CSc1ccccc1NP1(=O)OCC(C)([N+](=O)[O-])CO1 (centres undefined),2.5,19,/,-5,-5,/,-4,-1,-0.7,-19
Cn1cccc1CNCCc1ccccc1F,3.1,7,0.3,/,9,-1.6,/,-2,-2.7,-7
COC(=O)C1=C(c2ccc(OC(F)(F)F)cc2)C[C@@H]2CC[C@H]1N2C(=O)NC1CCCCC1,3.8,1,-0.6,-8,-4,-1.1,2,5,-0.5,-1
Cc1cccn2c(=O)c3cc(C(=O)N4CCC5(CC4)OCCO5)n(C)c3nc12,2.9,29,-0.5,0,/,-2.0,1,5,-0.6,-29
CC(N)C(=O)NC1C2C(=C(O)CC(O)C2O)C(=O)OC1(C)C(Cl)Cl (centres undefined),99*,10,/,-6,/,/,3,82*,-0.5,-10
CCC(COC(=O)NC)NC(=O)Oc1cccc(C)c1 (centres undefined),4.1,4,3.1,/,-4,-0.2,0,5,-0.6,-4
O=C(Cc1ccccc1[N+](=O)[O-])N1CCN(Cc2ccc3c(c2)OCO3)CC1,3.6,20,0.5,-1,-4,-0.8,-5,-6,-0.1,-20
CCC(=Nc1cccc(C(F)(F)F)c1)c1c(O)n(C)c(=O)n(C)c1=O,4.1,9,-0.5,-2,7,-2.0,-1,-11,-1.7,-9

# High-throughput results from PubChem BioAssay.
